# Screening results: PubChem, National Center for Advancing Translational Sciences (NCATS)
# TCR activator: Activators of T cell receptors: qHTS campaign; primary human leukocytes, anti-CD3, IL-2 HTRF, 48 h; Potency, µM (doses to about 9.22 µM), for the others: at the highest dose activation of IL-2 secretion, usual class: activators; 330,000 tested, under 10 active; AID 504894, 2011; also: % of control where 0% means no effect
#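 48 hr co-incubation of compounds, a-CD3 beads and primary human leukocytes; IL-2 quantified homogeneously by HTRF with anti-IL-2 K and d2 conjugates.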
# GALK inh: qHTS Assay for Inhibitors of Human Galactokinase (GALK). P51570. Purified GALK, Kinase-Glo residual ATP luminescence. Potency, µM (highest dose often 57.5 µM), without a hit: at the highest dose activity change, negative = inhibition, hits mostly inhibitors. 0.007% of 270,000 active. AID 1868, 2009; also: potency is read from the fitted curve at half-maximal effect; % is scaled to controls: 0 for no effect and ±100 for the full control effect
#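 Human GALK (5 nM) with 35 uM ATP and 100 uM galactose in 20 mM HEPES pH 8.0, 5 mM MgCl2, 60 mM NaCl, 1 mM DTT, 0.01% BSA. After 1 h at room temperature, leftover ATP was read by Kinase-Glo Plus luminescence.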
# KCNH2 WT inh: qHTS for Inhibitors of KCHN2 3.1: Wildtype qHTS. Voltage-gated inwardly rectifying potassium channel KCNH2 (Homo sapiens), Q12809. activity change, % at 1.84 µM. 0.37% of 340,000 active. U2OS, BacMam KCNH2, thallium flux FluxOr; stronger effect = lower value;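 active = maximum activity change below -70%; inconclusive = maximum activity change between -70% and -50%; inactive = maximum activity change above -50%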; also: % is scaled to controls: 0 for no effect and ±100 for the full control effect
#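 U2OS cells were transduced with wild-type KCNH2 virus (2.03 x 10^8 / mL) for 4 h at room temperature, then cultured overnight at 37 C. Thallium flux was read with FluxOr dye. Rate constants were normalized to DMSO controls.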
# Giardia killer: Small Molecules that selectively kill Giardia lamblia: qHTS; Giardia lamblia trophozoite viability; activity change, % at 7.66 µM, hits read low; 0.15% of 340,000 active; in the data active = activity change below about -80%; inconclusive = between about -30% and that limit;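 also: parasites exposed to compound for two days anaerobically before the ATP read; % is scaled to controls: 0 for no effect and ±100 for the full control effect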
#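 Luminescent ATP signal served as the viability read-out, measured 15-30 min after adding ATP detection reagent to trophozoites that had been incubated with compounds for 48 hrs at 37 deg C anaerobically at 100 cells/well.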
# Tb PFK block: qHTS Assay to Find Inhibitors of T. brucei phosphofructokinase; ATP-dependent 6-phosphofructokinase (Trypanosoma brucei brucei), O15648; T. brucei PFK, ADP-Glo luminescence; Potency, µM (top dose mostly 57.5 µM), for inactives: top-dose activity, negative = inhibition, hits mostly inhibitors; 0.17% of 330,000 active; AID 485367, 2010;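 also: potency is read from the fitted curve at half-maximal effect; 0% = uninhibited 1x PFK enzyme wells and -100% = no-enzyme wells; nearly all actives have a fitted effect of over 60% in size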
#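 Luminescent ADP detection (ADP-Glo, two-step: ATP depletion then ADP-to-ATP conversion for luciferase) reported PFK activity after 45 min room-temperature reaction of 1.25 nM enzyme with 0.5 mM F6P and 0.1 mM ATP at pH 8.0.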
# Coupling enz: qHTS Assay for Inhibitors of Fructose-1,6-bisphosphate Aldolase from Giardia Lamblia: Coupling assay counterscreen; activity change, negative = inhibition, % at 58.2 µM, hits read low; 0.67% of 290,000 active; coupling enzyme system counterscreen, AmpLite Red fluorescence; AID 2472, 2010; in the data active = activity change below about -30%; also: % is scaled to controls: 0 for no effect and ±100 for the full control effect
#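 Counterscreen lacking aldolase: glyceraldehyde-3-phosphate coupling-enzyme reagent preincubated 10 min at RT with compound (at 57.5 uM final), then substrate/coupling system with AmpLite Red added; fluorescence read at 525/598 nm after 20 min RT.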
# BCR signal inh: qHTS Assay to Find Inhibitors of Chronic Active B-Cell Receptor Signaling. ABC-DLBCL IkBa-CBG/CBR reporter, luminescence ratio, 4 h. Potency, µM (titrated, usually from 46.1 µM), for inactives: at the highest dose ratio change, negative = lower green/red ratio, hits mostly inhibitors. 0.05% of 340,000 active. AID 493014, 2011; active = well fitted inhibition curve with a large enough effect in the signal ratio, with a control signal flat, not every such curve was filed as active; inconclusive = small, poorly fitted or top-dose-only effect, or effect the other way, or a change in a side signal; the % refers to the signal ratio;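 also: potency is read from the fitted curve at half-maximal effect; plate controls were basal doxycycline-induced cells for no effect and cells given 10 µM MG132 for full effect; MG132 reads +100%, hits lower the ratio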
#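 TMD8 human ABC-DLBCL cells with doxycycline-inducible IκBα–green luciferase fusion and unfused red luciferase, in 0.5% FBS medium; compounds up to 46 uM, 4 h at 37C. Green/red luminescence ratio, filter-overlap corrected, fitted to concentration-response curves.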
# MLL CXXC-DNA inh: qHTS Fluorescence Polarization Assay for Inhibitors of MLL CXXC domain - DNA interaction; Potency, µM (top dose mostly 115 µM), without a hit: top-dose activity change, negative = inhibition, hits mostly inhibitors; 0.037% of 290,000 active; MLL-CXXC / FITC-HOXA9 DNA fluorescence polarization; active = well fitted inhibition curve with a large enough effect in the polarisation, with a control signal flat, not every such curve was filed as active; inconclusive = small, poorly fitted or top-dose-only effect, or effect the other way, or a change in a side signal; inactive = no such curve, though single readings can be large or run the other way; the % refers to the polarisation; also: potency is read from the fitted curve at half-maximal effect
# Target sequence (Q03164 whole entry, looked up, the tested form may be a part): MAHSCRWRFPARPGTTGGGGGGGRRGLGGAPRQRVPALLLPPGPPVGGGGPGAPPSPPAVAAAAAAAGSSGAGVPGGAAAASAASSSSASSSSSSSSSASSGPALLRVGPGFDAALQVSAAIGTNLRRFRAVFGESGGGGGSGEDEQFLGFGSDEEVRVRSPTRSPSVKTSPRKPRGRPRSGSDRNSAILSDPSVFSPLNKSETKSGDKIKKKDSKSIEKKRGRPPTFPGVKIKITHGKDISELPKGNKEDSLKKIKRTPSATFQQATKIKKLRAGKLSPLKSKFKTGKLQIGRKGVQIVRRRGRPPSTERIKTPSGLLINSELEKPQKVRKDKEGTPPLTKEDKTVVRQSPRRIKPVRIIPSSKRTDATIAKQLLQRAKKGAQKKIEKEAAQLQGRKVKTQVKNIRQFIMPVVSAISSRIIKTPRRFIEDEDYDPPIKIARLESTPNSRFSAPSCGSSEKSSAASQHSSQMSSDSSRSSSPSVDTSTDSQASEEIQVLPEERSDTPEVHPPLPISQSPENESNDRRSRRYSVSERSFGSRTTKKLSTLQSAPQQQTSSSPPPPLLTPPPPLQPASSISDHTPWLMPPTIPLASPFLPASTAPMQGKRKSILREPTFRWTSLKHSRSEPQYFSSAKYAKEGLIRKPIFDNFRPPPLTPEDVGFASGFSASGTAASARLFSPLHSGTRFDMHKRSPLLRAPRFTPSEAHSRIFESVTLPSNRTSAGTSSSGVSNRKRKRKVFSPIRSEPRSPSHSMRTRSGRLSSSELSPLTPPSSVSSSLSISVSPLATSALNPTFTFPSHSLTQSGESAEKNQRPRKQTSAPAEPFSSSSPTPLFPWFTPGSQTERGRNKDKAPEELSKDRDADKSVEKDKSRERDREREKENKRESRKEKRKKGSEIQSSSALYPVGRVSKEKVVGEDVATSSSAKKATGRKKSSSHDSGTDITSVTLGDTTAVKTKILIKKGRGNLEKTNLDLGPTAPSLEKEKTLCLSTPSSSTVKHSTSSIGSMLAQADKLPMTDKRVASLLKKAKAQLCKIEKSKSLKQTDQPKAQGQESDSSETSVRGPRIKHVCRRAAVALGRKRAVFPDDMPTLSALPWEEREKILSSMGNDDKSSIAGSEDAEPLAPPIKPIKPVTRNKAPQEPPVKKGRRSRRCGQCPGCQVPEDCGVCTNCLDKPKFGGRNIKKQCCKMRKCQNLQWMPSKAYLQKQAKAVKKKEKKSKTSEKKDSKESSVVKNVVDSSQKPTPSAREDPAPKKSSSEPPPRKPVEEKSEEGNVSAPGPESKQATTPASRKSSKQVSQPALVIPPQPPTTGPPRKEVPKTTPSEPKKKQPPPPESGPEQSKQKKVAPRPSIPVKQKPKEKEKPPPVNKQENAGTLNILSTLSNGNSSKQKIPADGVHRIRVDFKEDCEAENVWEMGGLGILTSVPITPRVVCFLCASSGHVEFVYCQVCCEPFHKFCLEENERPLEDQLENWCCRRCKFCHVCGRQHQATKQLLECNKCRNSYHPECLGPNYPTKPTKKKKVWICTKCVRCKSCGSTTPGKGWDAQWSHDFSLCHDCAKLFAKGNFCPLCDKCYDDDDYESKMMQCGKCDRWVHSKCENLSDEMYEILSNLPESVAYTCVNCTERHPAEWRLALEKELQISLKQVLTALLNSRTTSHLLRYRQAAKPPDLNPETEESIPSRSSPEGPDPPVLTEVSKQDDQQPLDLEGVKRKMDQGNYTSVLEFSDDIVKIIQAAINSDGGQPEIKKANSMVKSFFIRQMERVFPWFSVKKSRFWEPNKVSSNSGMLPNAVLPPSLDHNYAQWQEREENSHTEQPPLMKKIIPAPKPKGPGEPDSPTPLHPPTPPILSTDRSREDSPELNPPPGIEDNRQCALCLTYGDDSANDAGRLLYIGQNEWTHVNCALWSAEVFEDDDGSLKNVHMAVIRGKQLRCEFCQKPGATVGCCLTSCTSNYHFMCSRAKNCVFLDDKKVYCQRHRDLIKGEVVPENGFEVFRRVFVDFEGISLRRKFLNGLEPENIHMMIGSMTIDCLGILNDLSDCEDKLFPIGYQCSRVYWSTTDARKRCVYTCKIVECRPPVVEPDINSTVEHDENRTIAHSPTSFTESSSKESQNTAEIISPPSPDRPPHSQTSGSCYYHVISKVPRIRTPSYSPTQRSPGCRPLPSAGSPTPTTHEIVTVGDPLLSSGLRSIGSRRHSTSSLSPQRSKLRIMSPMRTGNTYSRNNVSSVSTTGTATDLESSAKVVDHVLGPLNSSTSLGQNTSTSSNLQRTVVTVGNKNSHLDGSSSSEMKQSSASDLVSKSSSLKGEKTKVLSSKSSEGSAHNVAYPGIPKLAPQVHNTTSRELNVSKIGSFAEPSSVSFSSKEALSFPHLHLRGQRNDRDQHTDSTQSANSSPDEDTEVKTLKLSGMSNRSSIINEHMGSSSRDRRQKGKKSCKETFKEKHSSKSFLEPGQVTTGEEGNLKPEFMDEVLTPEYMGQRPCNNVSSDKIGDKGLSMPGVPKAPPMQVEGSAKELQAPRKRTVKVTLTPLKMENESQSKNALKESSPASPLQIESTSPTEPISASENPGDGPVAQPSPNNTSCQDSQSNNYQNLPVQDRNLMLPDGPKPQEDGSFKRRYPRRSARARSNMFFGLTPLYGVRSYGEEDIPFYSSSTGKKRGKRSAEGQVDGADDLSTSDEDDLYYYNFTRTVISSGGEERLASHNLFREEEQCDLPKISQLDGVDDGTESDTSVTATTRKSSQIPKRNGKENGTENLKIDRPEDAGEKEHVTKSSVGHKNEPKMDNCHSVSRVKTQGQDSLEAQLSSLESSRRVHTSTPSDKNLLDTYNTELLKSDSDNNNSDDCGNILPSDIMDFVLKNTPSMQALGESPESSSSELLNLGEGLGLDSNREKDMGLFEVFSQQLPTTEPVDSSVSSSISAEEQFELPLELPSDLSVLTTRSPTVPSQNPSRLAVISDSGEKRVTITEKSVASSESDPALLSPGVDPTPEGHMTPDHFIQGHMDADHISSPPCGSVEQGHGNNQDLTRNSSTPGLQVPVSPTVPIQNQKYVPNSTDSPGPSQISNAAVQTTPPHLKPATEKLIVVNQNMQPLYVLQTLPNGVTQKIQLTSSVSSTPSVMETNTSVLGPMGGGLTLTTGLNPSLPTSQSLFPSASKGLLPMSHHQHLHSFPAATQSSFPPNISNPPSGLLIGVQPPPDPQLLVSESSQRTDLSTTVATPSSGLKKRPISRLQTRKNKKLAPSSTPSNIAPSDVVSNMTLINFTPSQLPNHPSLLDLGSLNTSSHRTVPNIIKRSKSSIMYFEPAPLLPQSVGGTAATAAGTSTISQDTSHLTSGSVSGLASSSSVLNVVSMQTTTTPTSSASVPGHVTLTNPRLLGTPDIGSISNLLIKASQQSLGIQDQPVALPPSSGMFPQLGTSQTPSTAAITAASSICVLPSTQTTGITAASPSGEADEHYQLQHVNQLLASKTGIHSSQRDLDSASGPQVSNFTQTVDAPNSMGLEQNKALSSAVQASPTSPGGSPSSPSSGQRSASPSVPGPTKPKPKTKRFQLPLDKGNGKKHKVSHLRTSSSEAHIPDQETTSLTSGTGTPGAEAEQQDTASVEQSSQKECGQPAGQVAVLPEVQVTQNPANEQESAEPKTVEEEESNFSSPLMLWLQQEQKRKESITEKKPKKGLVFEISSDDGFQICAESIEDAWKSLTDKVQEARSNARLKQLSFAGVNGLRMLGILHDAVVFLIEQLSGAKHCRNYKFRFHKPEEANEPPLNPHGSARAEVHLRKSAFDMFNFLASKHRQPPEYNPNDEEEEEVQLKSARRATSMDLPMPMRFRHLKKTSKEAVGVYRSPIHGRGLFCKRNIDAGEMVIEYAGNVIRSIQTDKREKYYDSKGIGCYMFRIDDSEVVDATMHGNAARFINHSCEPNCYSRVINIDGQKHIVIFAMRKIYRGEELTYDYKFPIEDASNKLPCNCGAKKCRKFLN
#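 Fluorescence polarization: 7 uM MLL-CXXC (stock) preincubated 5 min with compounds, then 50 nM fluorescein-HOX-A9 DNA (stock) added; 30 min ambient. Buffer 50 mM Tris-HCl pH 7.5, 50 mM NaCl, 1 mM DTT, 0.05% BSA.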
# A-T KAP1 phos: qHTS Assay for Identifying a Potential Treatment of Ataxia-Telangiectasia; […] A-T fibroblasts, KAP-1 phosphorylation AlphaLISA; neocarzinostatin DNA damage 30 min before lysis; Potency, µM (top dose mostly 57.5 µM), inactives show top-dose activation, hits mostly activators; 0.19% of 320,000 active; AID 485349, 2010; also: potency is read from the fitted curve at half-maximal effect; % of control where 0% means no effect; nearly all actives have a fitted effect of over 45% in size
#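 ATM-like activity read as KAP-1 phosphorylation via AlphaLISA donor/acceptor antibody pairs after lysis and 6 hr at 25C. Cells were ATM-null patient fibroblasts ([…], hTERT), dosed 60 min, then exposed to the DSB inducer NCS for 30 min.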
# TSHR antag: Antagonists of the Thyroid Stimulating Hormone Receptor: HTS campaign; 0.2% of 330,000 active; TSHR-expressing cells, TSH-stimulated cAMP HTRF, 2 h; stronger effect = lower value; activity change, negative = inhibition, % at 11.5 µM; Thyrotropin receptor (Homo sapiens), P16473;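 active = activity change below a set negative limit, meaning inhibition stronger than a set level, cut at about -70% in these data; inconclusive = activity change between two set negative limits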; also: % is scaled to controls: 0 for no effect and ±100 for the full control effect
#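 Competitive HTRF cAMP read-out (cryptate anti-cAMP antibody, cAMP-d2; 30 min, room temperature) in freshly harvested TSHR cells. Compounds added before TSH at EC80 (4nM final), followed by 2 hours' incubation at 37 deg C.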
# Starred values were filed as active, the others as inactive; ? = inconclusive; nt = no result given; [ ] = remark or other dose. Unless noted, calls follow the shape of the dose curve; as a rule, active = well fitted curve in the direction sought with a large enough effect; inconclusive = small, poorly fitted or top-dose-only effect, or another doubt; inactive = no such curve, though single readings can be large; an effect the other way counts as inactive or inconclusive.
SMILES,TCR activator,GALK inh,KCNH2 WT inh,Giardia killer,Tb PFK block,Coupling enz,BCR signal inh,MLL CXXC-DNA inh,A-T KAP1 phos,TSHR antag
CCOC(=O)c1c(NC(=O)C2COc3ccccc3O2)sc2c1CC(C)(C)NC2(C)C (stereo not given),1%[46.1 µM],0%,11,16,-7%,2,?,-3%,-4%,6
O=C(NC1CCCC1)C(c1ccncc1)N(C(=O)Cc1cccs1)c1cccc(F)c1 (stereo not given),0%,-2%,-8,-11,4%,-1,0%,17%,7%,-4
COc1ccc(NC(=O)c2sc(=S)[nH]c2N)cc1,1%,3%,10,8,-2%,-2,5%,14%,-5%,-3
COc1ccc(-c2oc3ccc(-c4ccc(OC)nc4)cc3c2C#CC2(O)CCCCC2)cc1,3%,nt,1,4,-6%,-4,19%,12%,?,5
Fc1ccc(N/N=C/c2ccncc2)c(F)c1,-6%[46.1 µM],1%,-3,7,0%,3,-4%,6%,6%,5
CCCCCc1ccc(-c2cn(CCCOCc3ccccc3)nn2)cc1,2%,nt,nt,35[activator],-4%,0,14%,14%,11%,-12
Cc1cc(C)nc(N2CCCC(C(=O)Nc3cc(F)ccc3C)C2)n1 (stereo not given),-4%,3%,-9,-9,3%,-1,2%,0%,3%,-10
Cc1ccc([N+](=O)[O-])cc1N=C1C(=O)Nc2ccccc21,-9%,2%,7,7,?,3,-9%,12%,-4%,1
CC(C)(C)c1ccc(OCC(=O)N/N=C/c2ccc(N3CCOCC3)cc2)cc1,-5%[46.1 µM],0%,0,0,9%,4,-1%,1%,-3%,2
CC(=O)c1ccc(-n2nncc2C(C)(C)C)cc1,15%,2%,20,3,2%,-1,-2%,-9%,-3%,5
CC[C@@]12C(=O)N(c3ccc(OC)cc3)C(=O)N1[C@H](c1ccc(Cl)cc1)[C@@H]1C(=O)N(C3CCCCC3)C(=O)[C@@H]12,-6%,nt,7,12,0%,-3,-1%,1%,-5%,-3
Cc1cc(C)n(C(=O)c2cc3c(s2)CCCC3)n1,6%,-1%,5,-28,0%,2,10%,-4%,23%,3
CCNC(=O)n1nccc1C(C)Oc1cccc(C(F)(F)F)c1 (stereo not given),3%,2%,-6,5,-4%,0,-1%,4%,-1%,11
CN(c1ncc(C(F)(F)F)cc1Cl)n1cc(C(=O)O)c2ccccc2c1=O,-2%,0%,-17,-11,1%,3,1%,-4%,-4%,4
C/C(=N\NC(=O)c1ccn(C)n1)c1cccc(NC(=O)c2ccncc2)c1,1%[46.1 µM],nt,3,-1,1%,2,?,-2%,1%,9
CCOc1ccc(CC(=O)NCc2ccc3c(c2)cc(C)n3C)cc1,-4%,0%,-2,6,0%,-2,2%,5%,-4%,-6
CCOC(=O)c1sc(N)nc1C(C)C,4%,1%,10,8,-10%,2,-12%,1%,7%,11
CC(OC(=O)CCc1nc2ccccc2c(=O)[nH]1)C(=O)NCc1ccc2c(c1)OCO2 (stereo not given),-23%,1%,29,25,-1%,0,0%,-5%,-1%,-6
COc1ccc(-c2ccc(S(=O)(=O)NCC3CCCO3)cc2)cc1 (stereo not given),2%[46.1 µM],nt,-5,19,3%,-4,4%,-5%,6%,10
C=CCn1c(NC(=O)c2ccccc2Cl)c(C#N)c2nc3ccccc3nc21,2%,-1%,0,-20,-14%,-52*,?,-28%,9%,2
O=C(O)c1cccc(NC(=O)c2cccc(S(=O)(=O)Nc3cccc([N+](=O)[O-])c3)c2)c1,-13%,-4%,-10,-20,1%,-2,1%,-14%,3%,-2
COc1ccc(C2c3c(ncn(Cc4ccco4)c3=N)Oc3ccc4ccccc4c32)cc1 (stereo not given),-2%[46.1 µM],0%,8,-16,9%,3,7%,87%[activator],-6%,-8
CCOC(=O)Cc1cnc(N)s1,-137%,-3%,2,4,-2%,1,0%,2%,3%,2
COc1ccc(-c2[nH]ncc2CN2CCC(O)(c3ccc(Cl)cc3)CC2)cc1,-2%,nt,1,9,-8%,0,?,1%,4%,6
Cc1ccc(-c2noc(=O)n2CC(=O)Nc2ccc(S(=O)(=O)NC3CC3)cc2)cc1,0%,1%,-2,-3,-1%,-3,?,-4%,nt,-3
CC1CCCN(c2c([N+](=O)[O-])c(=O)oc3ccccc23)C1 (stereo not given),1%,-2%,20,7,-7%,1,-6%,6%,3%,5
C=C(C)CNC(=S)N/N=C(\C)c1ccc(OC)cc1,-6%[46.1 µM],0%,-2,?,1%,1,?,-11%,7%,4
COc1ccc(N(CC(=O)NCc2ccc3c(c2)OCO3)C(=O)CCC(=O)Nc2ccccn2)cc1,-3%,3%,0,12,4%,1,-4%,1%,6%,-11
CCN(CCCNC(=O)CNC(=O)Cn1cnc2ccccc2c1=O)c1ccccc1,-2%,1%,8,3,0%,0,?,-1%,1%,0
CCCN1CCN(C(=O)c2ccc(CS(=O)c3ccc(F)cc3)o2)CC1 (stereo not given),-4%,-2%,7,3,-2%,nt,1%,-2%,3%,-4
O=C(COC(=O)c1cc(S(=O)(=O)N2CCOCC2)cs1)c1ccccc1,-1%,1%,7,-2,-3%,2,1%,2%,-1%,-8
Cc1cc(C)n(-c2ccc(C(=O)OCC(=O)Nc3ccccc3F)cc2)n1,nt,nt,15,-17,1%,nt,4%,nt,3%,-7
COc1ccccc1CNS(=O)(=O)c1c(C)[nH]c(C)c1C(=O)N1CCCC1,1%,-1%,-1,16,1%,0,-4%,-3%,-3%,-1
COC(=O)Nc1cc(C)nc2ccccc12,-3%,-2%,-1,-23,-4%,6,?,11%,-1%,19
CCOCCCNc1ncc2c(n1)CC(c1ccc(C)cc1)CC2=O (stereo not given),-5%,-1%,-2,-14,0%,0,0%,2%,1%,2
CCOC(=O)C1(CCOc2ccccc2)CCN(CC=C(C)C)CC1,-10%,5%,20,-27,5%,5,7%,0%,-7%,2
Cc1ccc(-c2cc(C(=O)NCCCN3CCOCC3)no2)cc1,3%,-2%,5,28,-8%,1,4%,-6%,-2%,0
Cc1sc2ncn(CC(=O)NCCCC(=O)N3CCC(C)CC3)c(=O)c2c1C,3%,-2%,-5,-21,-2%,0,0%,-3%,0%,-7
CCCCN(C(=S)Nc1ccc(F)cc1)c1c(N)n(CCC)c(=O)[nH]c1=O,-1%,-1%,-1,1,-6%,2,0%,1%,-4%,29
CCc1ccccc1NC(=O)CCc1nc(-c2cccs2)no1,-8%,-2%,-2,23,1%,3,-2%,1%,1%,-5
CCCCn1c(N)c(N(CC(C)C)C(=O)c2cnccn2)c(=O)[nH]c1=O,-4%,nt,-1,-3,4%,nt,-14%,nt,-2%,5
O=c1ccn(-c2ccccc2)[nH]1,-3%,5%,2,-6,-3%,-1,0%,-4%,1%,7
O=C(Cc1ccccc1)NCC(=O)N1CCc2ccccc2C1,5%,0%,-2,-23,0%,-1,?,-2%,4%,3
CCC(=O)N1N=C2CC(C)(C)OCC2C1c1ccccc1 (stereo not given),-4%[46.1 µM],-4%,7,-7,0%,2,10%,-1%,3%,13
COc1ccc(-c2nc3c4ccccc4ccn3c2CN2CCCCC2)cc1OC,0%,-2%,6,8,2%,-2,-12%,1%,-7%,2
Cc1cc(NC(=O)C(C)SCC(=O)O)no1 (stereo not given),-2%,0%,-3,-21,-3%,0,4%,5%,1%,-5
N#CC1=C2SCC(O)(c3ccccc3)N2C(=O)CC1c1ccccc1 (stereo not given),-2%,6%,-9,2,1%,-6,?,-3%,3%,9
CC1(C(=O)OCC(=O)c2c[nH]c3ccccc23)CC1(Cl)Cl (stereo not given),8%,-2%,-4,?,-5%,-2,3%,14%,-3%,-22
COc1ccc(-c2noc(CCC(=O)N3CCN(c4ccc(F)cc4)CC3)n2)cc1,-2%[46.1 µM],nt,19,-18,-1%,nt,0%,nt,9%,9
Cc1c(CC(=O)N[C@@H](CCCNC(N)=O)C(=O)O)c(=O)oc2cc3oc4c(c3cc12)CCCC4,nt,nt,nt,nt,8%,2,1%,-8%,29%,15
